# From PubChem
# CHRM4 PAM: potentiates acetylcholine response at human M4 receptor; CHO-K1 hM4/Gqi5, Fluo-8 calcium fluorescence, ACh EC20; 0% = ACh EC20, 100% = maximal ACh; 360,000 tested, 0.4% active; AID 624126; P08173; activation, % at 3 µM;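 active means activation above its plate's cutoff, the mean activation of sample wells plus 3 SD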; further: some results filed as inactive read as strong as hits
# IDE cell activ: boosts human insulin-degrading enzyme activity in HEK cells. P14735. FAbeta-B cleavage, fluorescence polarization; 0% vehicle, 100% cell-free pure enzyme wells. activation, % at 5.96 µM. 340,000 tested, 0.073% active;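 active means activation above the mean of all tested compounds plus 3 SD, set per screening campaign, cut at about 17% in these data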
# PHOSPHO1 block: blocks human PHOSPHO1 phosphatase activity; Q8TCT1; recombinant PHOSPHO1, absorbance phosphatase assay; inhibition, % at 13.3 µM; 290,000 tested, 1.1% active; AID 1565; in the data active means inhibition above about 60%
# CRFR2-BP antag: antagonists of CRF-binding protein/CRF-R2 receptor complex. HEK293 CRF-R2/CRF-BP, CRF-induced calcium fluorescence. inhibition, % at 11.8 µM. 350,000 tested, 0.59% active. AID 588475;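 active means inhibition of the ligand-induced calcium signal above about 50% at the single tested concentration, limit read from the data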
# MEKK3 PB1 HTS: raises or lowers MEK5 binding to the human MEKK3 PB1 domain; bead-based flow cytometry, Alexa488-MEK5 binding to MEKK3; actives lie on both sides; 0 = blocked by unlabeled MEK5, 100 = vehicle; 290,000 tested, 1.4% active; binding response (% of control), % at 10 µM;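 active means binding response more than 3 SD above or below the average of its plate-row segment, actives on both sides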;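 further: Alexa488 bead fluorescence after subtracting the streptavidin-only scavenger bead signal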
# IDE inh: inhibits human insulin-degrading enzyme in HEK cells. P14735. FAbetaB cleavage, fluorescence polarization. inhibition, % at 5.59 µM. 320,000 tested, 0.41% active. AID 434962;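 active means percent inhibition above the average of all tested compounds plus 3 SD, set per screening campaign, cut at about 16% in these data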;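 further: IDE supplied by intact live HEK cells; FP after avidin binding of uncleaved biotin substrate so inhibition keeps polarization high; 0% = DMSO wells and 100% = 60 µM reference IDE inhibitor Ii1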
# GalR3 antagonist: blocks the human galanin receptor 3; O60755; inhibition, % at 3 µM; 360,000 tested, 0.44% active; AID 651719; HEK293 GalR3-CNG cAMP membrane potential fluorescence; galR3 body fused to GalR1 C-terminus;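 active means inhibition above the screen-wide average plus 3 SD, cut at about 13% in these data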;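 further: forskolin and galanin both at EC90 stimulate the cells; cAMP rise reported by CNG channel membrane potential dye signal; 0% = forskolin plus galanin with DMSO and 100% = forskolin alone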
# CRFBP-R2 agonist: CRF-BP/CRF-R2 complex agonism; HEK293 CRF-R2/CRF-BP, calcium dye fluorescence (FLIPR); percent of saturating CRF peptide response; activation, % at 13.2 µM; 350,000 tested, 0.46% active; AID 588473;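 active means activation of at least 50%, plus an integration ratio under a set limit after plate pattern correction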;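 further: plate controls were neutral control wells without compound for no effect and CRF at EC100 for full effect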
# pCIP destab: lowers stability of the mouse p/CIP coactivator protein; Q05BA5; F442A p/CIP-EGFP cells, EGFP fluorescence, 16 h; decrease of EGFP signal, % at 10 µM; 290,000 tested, 0.01% active;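 active means EGFP signal decrease of at least 30% at 10 µM or well 3 SD below plate mean, unless failing retest; inactive means the rest, including hits failing retest or dose response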; further: some compounds called inactive have numbers as strong as hits; many of its hits are not listed in these tables
# * = called active by the depositor; . = no result given.
SMILES,CHRM4 PAM,IDE cell activ,PHOSPHO1 block,CRFR2-BP antag,MEKK3 PB1 HTS,IDE inh,GalR3 antagonist,CRFBP-R2 agonist,pCIP destab
CCCCCC(=O)Nc1ccc2oc(-c3ccncc3)nc2c1,4,1,-39,-4,105,2,-4,0.3,-10
COc1cc(/C=C/C(=O)OCC(=O)Nc2cc(C)on2)ccc1OCC#N,0,0,.,-11,.,.,-5,3.2,.
O=C(Nc1cccc(NC(=O)c2ccccc2Cl)c1)c1ccc([N+](=O)[O-])o1,-9,4,24,12,104,-6,-8,-0.7,-21
COc1ccc(C)cc1NC(=O)CCN1CC(C)OC(C)C1 (configuration not stated),20*,0,32,6,94,3,-6,0.6,-13
CCc1nc2oc3ccccc3c(=O)c2c(=O)n1-c1ccccc1,9,8,-42,-1,100,0,-9,-2.7,-14
Cc1ccccc1C(C)NC(=O)COC(=O)Cn1cc(C(F)(F)F)ccc1=O (configuration not stated),10,-1,.,2,.,-4,-3,0.6,.
O=[N+]([O-])c1cc([N+](=O)[O-])c(Oc2cc(F)ccc2F)cc1NN1CCCCC1,15,4,4,-2,99,3,-3,0.5,2
O=[N+]([O-])c1ccc(N2CCN(c3ccc(Cl)nn3)CC2)cc1NC1CC1,-11,1,.,11,97,1,-1,-1.2,.
COc1ccc2[nH]c(C)c(CCNC(=S)Nc3ccc(C)cc3)c2c1,3,0,42,-30,65,0,-3,1.9,-8
O=C(Nc1ccc(F)cc1F)c1ccc(-n2cncn2)nc1,4,-3,-21,-6,94,1,-2,1.0,-2
CC1SC(c2ccccc2Cl)NC1=O (configuration not stated),10,2,-14,3,.,1,-2,-2.8,8
COc1ccc(C(=O)Nc2ccc(S(=O)(=O)NC(C)=O)cc2)cc1[N+](=O)[O-],-9,-10,5,3,90,4,-2,-1.6,-9
O=C(CNC(=O)Cc1ccccc1)NCC(=O)N1CCN(C(c2ccccc2)c2ccccc2)CC1,-7,1,.,10,101,11,-8,-0.8,0
CN1CCN(C(=O)CCCN2C(=O)/C(=C/c3ccc(Cl)cc3)SC2=S)CC1,3,-6,.,-8,.,4,.,0.3,.
Cc1c(N=C2NN=C(c3c[nH]c4ccccc34)CS2)c(=O)n(-c2ccccc2)n1C,-1,2,-36,-1,98,1,-6,-0.1,3
COC(=O)NCC(c1ccc2c(c1)OCO2)N1CCN(c2ccccc2)CC1 (configuration not stated),2,2,22,2,106,3,1,0.9,-7
CCCc1cc(=O)oc2c(CN3CCN(C)CC3)c(O)ccc12,1,1,38,11,103,-3,-11,-0.8,-17
COc1ccc(-c2cc(C3CCN(Cc4cccc(C(F)(F)F)c4)CC3)[nH]n2)cc1,-16,1,20,-127,103,-3,-5,-1.2,-8
COc1ccc2[nH]c3c(c2c1)CC(C)NC3=O (configuration not stated),4,3,34,10,103,.,-6,-3.6,5
CCCCCCN(C(=O)CCCCCN1C(=O)NC(c2ccc(-c3ccccc3)cc2)C(C(=O)OCc2ccccc2)=C1C)C(C(=O)NCCCC)c1cccc(C(=O)OC)c1 (configuration not stated),.,.,4,.,101,.,-4,.,-4
CCCCCOC(=O)c1ccccc1C(=O)O,-5,0,14,6,104,4,-6,-2.1,-9
CCc1nn(C(C)C(=O)N2CCN(c3ccc(OC)cc3)CC2)c(=O)c2cc3occc3n12 (configuration not stated),6,9,24,14,107,-1,0,-0.4,10
Cc1ccc(-n2nnnc2CNC(=O)C2CC(=O)N(c3ccc(F)cc3)C2)cc1C (configuration not stated),7,4,.,-2,.,-8,-5,0.4,.
CN(Cc1ccc(Cl)cc1)C(=O)CCl,1,1,-10,-19,106,-3,-3,0.1,3
Cc1ccc(C2=NNC(c3cccc(F)c3)S2)cc1 (configuration not stated),-8,1,-10,-3,97,-4,-3,-0.9,2
COc1cc(C(=O)Nn2c(CC(C)C)nc3ccccc3c2=O)cc(OC)c1OC,-5,8,46,0,110,3,0,0.0,-10
COc1cc(C(C)=O)ccc1OCC(=O)NCc1ccccc1CN1CCCC1,1,.,.,-3,.,.,-7,0.0,.
CCO[C@H]1OC(C(N)=O)=C[C@@H](c2coc3ccccc3c2=O)[C@@H]1CCCO,4,-4,40,-1,103,8,-7,1.5,-8
COCC(C)n1c(C)cc(C(=O)CSc2nc3ccccc3c(=O)[nH]2)c1C (configuration not stated),-20,-2,26,-14,100,5,1,-0.3,2
Cc1cc(C)c(OCC(=O)Nc2ccc(NC(=O)c3ccco3)cc2)c([N+](=O)[O-])c1,-1,2,-3,-18,97,0,0,-1.5,-7
O=C(CC1Sc2ccccc2NC1=O)c1ccc(Br)cc1 (configuration not stated),-1,3,28,-37,98,3,-4,-0.7,4
COc1ccc(CCCN2CCC(CN3CCNC(=O)C3=O)CC2)cc1OC,5,4,.,-8,.,.,-5,0.6,.
COc1ccccc1C(=O)Nc1nc(C)cc(C)n1,-2,.,.,2,.,-1,-4,-0.8,.
CC(=O)C1=C(C)NC(SCC(N)=O)=C(C#N)C1c1ccco1 (configuration not stated),-5,3,-54,3,102,5,1,0.6,-13
Cc1ccc(C(=O)NNC(=O)CNc2cccc(Cl)c2)cc1,4,1,53,11,103,0,-6,-1.9,-4
COc1ccc(/C=C/C(=O)OCC(=O)NC2CCCCC2C)c(OC)c1 (configuration not stated),9,-1,.,15,.,-3,-5,-0.9,.
O=S(=O)(NCc1ccccc1)c1cnc[nH]1,0,5,-12,-3,106,0,2,0.2,-14
Cc1cccc(NC(=O)COC(=O)c2ccccn2)c1,-7,-1,26,-2,101,-5,-8,2.3,-8
O=C(NC(Nc1cc(C(F)(F)F)ccc1Cl)C(=O)c1ccccc1)c1ccccc1 (configuration not stated),-16,-1,12,-21,100,9,-9,13,0
Cc1ccccc1Nc1nc2ccccc2n1C(C)C,-3,5,7,3,97,1,1,-2.8,-1
COc1ccc(NC(=O)c2ccc(CN3CCN(c4ccccc4)CC3)cc2)cc1OC,-2,-3,-11,16,99,4,.,-1.3,-9
O=C(CN(C(=O)Cn1nnc(-c2ccc(F)cc2)n1)c1ccc(F)c(Cl)c1)NCC1CCCO1 (configuration not stated),-8,1,-3,-17,92,-4,-7,0.1,0
Cc1ccccc1S(=O)(=O)Cc1ccc(C(=O)NCc2cccs2)o1,-5,2,-14,-2,113,5,0,-0.8,9
CCCCOC(=O)Nc1sc2nc(C)cc(C)c2c1-n1cccc1,16,2,28,-6,95,0,2,2.1,2
CCOC(=O)CC1ON(C)C(=O)N1c1ccc(Cl)cc1Cl (configuration not stated),-7,-12,2,-16,106,9,2,-2.6,-14
CSc1nccc(-c2cc(Cl)sc2Cl)n1,2,-5,0,-15,109,6,0,-2.1,0
COc1ccc(S(=O)(=O)Nc2ccc(Cl)cn2)cc1,1,-2,19,-1,103,-3,-5,-1.9,-4
CC1CCN(C(=O)CNC(=O)Cn2ccc3ccccc3c2=O)CC1,-1,1,-7,14,107,1,2,1.9,-2
O=C(Nc1ccc([N+](=O)[O-])cc1)Nc1nc(-c2ccc(Cl)s2)cs1,-10,5,18,40,104,2,-7,33,4
Cc1c(NC(=O)C(C)OC(=O)COc2cccc3c2OC(C)(C)C3)c(=O)n(-c2ccccc2)n1C (configuration not stated),0,7,55,16,103,0,0,-1.6,-6

# (listing goes on)
SMILES,CHRM4 PAM,IDE cell activ,PHOSPHO1 block,CRFR2-BP antag,MEKK3 PB1 HTS,IDE inh,GalR3 antagonist,CRFBP-R2 agonist,pCIP destab
COc1ccccc1CNS(=O)(=O)c1ccc(Cl)s1,0,10,35,6,104,8,-10,-0.2,-10
COc1ccc(NC(=O)CSc2n[nH]c(=O)n2C2CC2)cc1OC,7,0,.,8,.,-3,-3,1.6,.
COc1cccc(C(=O)NC2CCN(CC(=O)Nc3ccccc3Cl)CC2)c1,2,1,28,0,118,6,-5,-0.3,-25
COc1cccc(N2CCN(C3C4CC5CC(C4)CC3C5)CC2)c1 (configuration not stated),-8,0,-42,-11,105,-1,3,9.9,-19
COC(=O)C1=CN(Cc2ccccc2)C=C(C(=O)OC)C1c1ccc(O)c(OC)c1,-4,5,-37,13,102,7,-9,1.1,8
Cc1cc(C)nc(NS(=O)(=O)c2ccc(N/C=C\C(=O)c3cccs3)cc2)n1,11,2,38,-4,104,3,1,4.2,3
Brc1ccc(Nc2c3c(nc4ncnn24)CCC3)cc1,8,-2,2,2,109,-3,-5,0.8,4
CCCCN(C)C(=S)Nc1ccc2nc(N3CCN(CC)CC3)cc(C)c2c1,-2,8,53,8,102,0,1,1.8,-2
N#Cc1ccc(OCC(=O)Nc2ccc(N3CCCC3)cc2)cc1,4,0,.,-9,.,2,-5,-0.6,.
CC1(C)CC(=O)C(C=Nc2ccc(N)cc2)=C(O)C1,-2,2,23,4,103,0,-5,-0.2,1
O=C(c1ccc(Cl)cc1)c1ccc(OCC(=O)N2CCOCC2)cc1,0,1,.,1,106,5,0,-1.1,.
COC(=O)c1cn(NC(=O)CC2CCCCC2)c(=O)c2ccccc12,1,6,41,-13,106,-2,-4,0.7,-5
O=C(Nc1ccc(Oc2ccc(NC(=O)C3CCCO3)cc2)cc1)C1CCCO1 (configuration not stated),9,4,-2,-27,99,-1,0,1.3,-6
O=C(O)C(c1ccccc1)N1CCCC1 (configuration not stated),3,-2,-1,18,99,6,4,-0.5,4
COc1ccc(Cl)cc1NC(=O)COc1cccc(-n2cnnn2)c1,-5,-6,-10,-11,99,6,-8,-0.9,-16
O=C(Nc1ccccc1C(F)(F)F)c1ccccc1Br,3,3,-28,-3,94,-7,0,0.8,10
COc1ccc(OCCCC(=O)Nc2cc(S(=O)(=O)N3CCCCC3)ccc2C)cc1,2,6,.,-1,.,4,-7,1.6,.
COc1ccc(C(=O)NC(=O)Nc2cc(C)ccn2)cc1,3,5,9,5,95,7,-5,-0.7,-4
CCc1ccccc1NC(=O)CSc1nc(C)c(C)o1,-7,1,22,10,99,.,-1,0.7,-21
CC#CCN1c2ccccc2[C@]23C[C@@H](C(=O)OC)N(C(=O)NC4CCCCC4)C2=NC(C(=O)OC)=C(C(=O)OC)[C@H]13,11,-5,.,3,101,-2,-9,0.3,.

# Of the compounds above, these contain a cyano group.
SMILES,CHRM4 PAM,IDE cell activ,PHOSPHO1 block,CRFR2-BP antag,MEKK3 PB1 HTS,IDE inh,GalR3 antagonist,CRFBP-R2 agonist,pCIP destab
COc1cc(/C=C/C(=O)OCC(=O)Nc2cc(C)on2)ccc1OCC#N,0,0,.,-11,.,.,-5,3.2,.
CC(=O)C1=C(C)NC(SCC(N)=O)=C(C#N)C1c1ccco1 (configuration not stated),-5,3,-54,3,102,5,1,0.6,-13
N#Cc1ccc(OCC(=O)Nc2ccc(N3CCCC3)cc2)cc1,4,0,.,-9,.,2,-5,-0.6,.

# Next section.
SMILES,CHRM4 PAM,IDE cell activ,PHOSPHO1 block,CRFR2-BP antag,MEKK3 PB1 HTS,IDE inh,GalR3 antagonist,CRFBP-R2 agonist,pCIP destab
CN1C(C(=O)NCc2ccco2)CC2Cn3c(nc4cc(Cl)c(Cl)cc43)C21 (configuration not stated),0,-3,39,0,88,4,0,-1.9,-6
COc1ccc(N2CCN(C(=O)CCS(=O)(=O)c3ccc(OC)cc3)CC2)cc1,6,0,-1,-1,98,3,-7,0.9,9
Oc1ccc(/C=N/N=C(c2ccccc2)c2ccccc2)c(O)c1O,14,-11,-3,-1,96,6,0,-1.1,-16
CCc1c(C)nc2cc(-c3ccc(Cl)cc3)[nH]n2c1=O,-1,-1,-23,15,103,1,-9,-1.9,0
CCOc1ccc(/C=N/NC(=O)c2ccccc2Cl)cc1CN1CC2CC(C1)c1cccc(=O)n1C2 (configuration not stated),3,6,.,1,.,2,2,-0.9,.
O=C(Nc1cccc(/C=C/c2ccccn2)c1)c1cc(Cl)ccn1,-4,-3,26,-3,101,-3,-10,-0.1,-15
C=CCNC(=S)N/N=C/c1ccc(OCc2ccccc2Cl)cc1,-3,-4,3,-19,105,0,-2,-1.6,10
